# High-throughput results from PubChem.
# IL-1B inflam inh: inflammasome signaling inhibition, IL-1 beta readout; THP-1 LPS/ATP IL-1B secretion, AlphaLISA, 16 h; active compounds read low; activity change, % at 57.5 µM; 360,000 compounds, 4.7% hits; AID 743279; in the data active means activity change below about -50%; inconclusive means mostly about -30% to -49%; further: on the % scale 0 is the no-effect control and ±100 the full control effect
#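 Secreted IL-1B measured by AlphaLISA bead assay after 16 h compound exposure of THP-1 cells; compounds (final up to 57.5 uM) added 1 h before LPS (250 ng/mL) and ATP (1.25 mM) stimulation; lower signal means less secretion.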
# KB-V1 MDR tox: KB-V1 MDR subline cytotoxicity. Potency, µM (series often up to 46.1 µM), inactives show at the top dose activity change, negative = cytotoxicity, actives largely listed as cytotoxic. KB-V1 MDR cells viability, CellTiter-Glo, 72 h. AID 1347076. 400,000 compounds, 3.4% hits; further: potency means the concentration at half of the fitted maximal effect; on the % scale 0 is the no-effect control and ±100 the full control effect; nearly all actives have a fitted effect of over 60% in size
#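 Cells of the MDR subline KB-V1 are plated, dosed with compound at multiple concentrations, and incubated 72 h at 37 degrees C; CellTiter-Glo is then added and luminescence read after 10 min.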
# KB-3-1 tox: kills parental KB-3-1 adenocarcinoma cells; 400,000 compounds, 1.4% hits; Potency, µM (top dose mostly 46.1 µM), for the others: at the highest dose activity change, negative = cytotoxic, hits mostly cytotoxic; KB-3-1 viability, CellTiter-Glo ATP luminescence, 72 h; further: potency means the concentration at half of the fitted maximal effect; on the % scale 0 is the no-effect control and ±100 the full control effect; nearly all actives have a fitted effect of over 60% in size
#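 72 h, 37 °C compound treatment of KB-3-1 parental cells; CellTiter-Glo added, 10 min, luminescence read. Data corrected against DMSO-only plates and normalized before curve fitting.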
# HT1080 IDH1KD tx: HT-1080 IDH1 knockdown cell toxicity (counter line); HT-1080 IDH1 knockdown viability, ATP luminescence, 48 h; Potency, µM (doses to about 46.1 µM), for inactives: at the top dose activity, negative = toxicity, actives largely listed as cytotoxic; 360,000 compounds, 2% hits;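 further: potency means the concentration at half of the fitted maximal effect; 0% = DMSO wells and -100% = cell-free medium wells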
#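 CellTiter-Glo luminescence after 48 h compound exposure at 37 degrees C of IDH1-knockdown HT-1080 cells in 5% FBS RPMI. %Activity scaled between DMSO wells and cell-free media wells, with curves fitted and assigned curve classes.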
# HT1080-NT tox: kills 2HG-producing HT-1080-NT fibrosarcoma cells; HT-1080-NT fibrosarcoma viability, CellTiter-Glo ATP luminescence, 48 h; Potency, µM (titrated, usually from 46.1 µM), without a hit: top-dose activity, negative = less viability, most hits filed as cytotoxic; 360,000 compounds, 1.6% hits; AID 686970;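 further: NT is the 2HG producing partner of a matched IDH1 knockdown line; potency means the concentration at half of the fitted maximal effect; 0% = DMSO-treated cells and -100% = media-only wells without cells; nearly all actives have a fitted effect of over 55% in size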
#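 750 cells/well, RPMI + 5% FBS; 2 h settle, compound pin-transfer, 48 h at 37 degrees C. CellTiter-Glo 10 min RT, luminescence. Normalized to DMSO and media-only wells.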
# ATXN2 expr inh: reduces ATXN2 reporter expression in HEK-293 cells; Potency, µM (top dose mostly 57 µM), inactives show at the highest dose activity change, negative = inhibition, most hits filed as inhibitors; 360,000 compounds, 0.72% hits; HEK-293 ATXN2-luciferase reporter, luminescence, 24 h; AID 1745845; further: potency means the concentration at half of the fitted maximal effect; on the % scale 0 is the no-effect control and ±100 the full control effect; nearly all actives have a fitted effect of over 55% in size
#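 ATXN2-luciferase reporter cells (luciferase flanked by upstream and downstream ATXN2 gene portions) were treated 24 h at 37 °C with compounds at up to 57 uM. SteadyGlo luminescence gave expression; GF-AFC fluorescence gave viability.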
# WRN helicase inh: blocks human WRN helicase; WRN helicase unwinding, fluorescent forked duplex, kinetic; Q14191; Potency, µM (highest dose often 114 µM), inactives show at the highest dose activity change, negative = inhibition, actives largely listed as inhibitors; 360,000 compounds, 0.46% hits; further: potency means the concentration at half of the fitted maximal effect; on the % scale 0 is the no-effect control and ±100 the full control effect; nearly all actives have a fitted effect of over 55% in size
# Target sequence (Q14191 whole entry, looked up): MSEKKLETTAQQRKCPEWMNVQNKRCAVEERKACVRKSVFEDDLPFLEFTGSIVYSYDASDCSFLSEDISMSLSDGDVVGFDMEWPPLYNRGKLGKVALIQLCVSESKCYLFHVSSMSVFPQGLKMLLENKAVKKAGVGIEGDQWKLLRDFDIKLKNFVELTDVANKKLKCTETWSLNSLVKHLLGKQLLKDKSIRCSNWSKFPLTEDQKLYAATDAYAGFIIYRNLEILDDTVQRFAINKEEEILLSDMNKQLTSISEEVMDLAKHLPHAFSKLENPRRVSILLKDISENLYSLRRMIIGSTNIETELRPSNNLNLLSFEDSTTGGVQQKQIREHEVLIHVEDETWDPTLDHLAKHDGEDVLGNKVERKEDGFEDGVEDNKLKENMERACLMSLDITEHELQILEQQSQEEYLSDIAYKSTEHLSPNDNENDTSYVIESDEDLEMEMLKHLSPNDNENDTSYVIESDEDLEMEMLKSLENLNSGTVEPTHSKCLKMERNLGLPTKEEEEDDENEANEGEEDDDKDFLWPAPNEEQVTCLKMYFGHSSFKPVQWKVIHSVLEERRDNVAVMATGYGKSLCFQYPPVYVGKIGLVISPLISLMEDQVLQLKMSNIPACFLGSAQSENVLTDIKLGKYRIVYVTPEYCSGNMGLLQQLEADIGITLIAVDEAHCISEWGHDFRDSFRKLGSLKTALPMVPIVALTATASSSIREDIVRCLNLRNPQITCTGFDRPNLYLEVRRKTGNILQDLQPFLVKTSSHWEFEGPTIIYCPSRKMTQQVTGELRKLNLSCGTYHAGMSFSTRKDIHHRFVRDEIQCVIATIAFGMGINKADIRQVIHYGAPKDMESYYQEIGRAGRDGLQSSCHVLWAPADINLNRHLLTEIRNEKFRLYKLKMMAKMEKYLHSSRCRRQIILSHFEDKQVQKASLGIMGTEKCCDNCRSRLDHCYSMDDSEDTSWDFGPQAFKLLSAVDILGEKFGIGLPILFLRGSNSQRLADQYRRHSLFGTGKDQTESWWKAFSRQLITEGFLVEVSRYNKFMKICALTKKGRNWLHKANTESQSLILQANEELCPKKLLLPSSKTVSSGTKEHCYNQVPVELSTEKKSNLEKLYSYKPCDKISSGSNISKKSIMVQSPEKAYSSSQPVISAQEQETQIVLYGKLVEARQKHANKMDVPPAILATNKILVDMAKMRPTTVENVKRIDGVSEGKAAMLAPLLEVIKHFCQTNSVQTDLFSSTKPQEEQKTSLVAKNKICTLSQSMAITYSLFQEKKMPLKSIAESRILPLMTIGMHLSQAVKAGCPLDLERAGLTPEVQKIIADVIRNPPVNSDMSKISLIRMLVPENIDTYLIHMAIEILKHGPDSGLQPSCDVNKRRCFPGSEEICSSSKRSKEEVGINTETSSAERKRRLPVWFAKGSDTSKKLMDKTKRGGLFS
#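 Primary qHTS, 1536-well format. 20 nM WRN + compound, 15 min RT; start with 100 nM forked fluorophore/quencher duplex, 2 mM ATP (final); kinetic read ex 525/em 598 nm.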
# SW480 rereplic: inducers of DNA re-replication in SW480 colon cancer cells; SW480 DNA re-replication, Hoechst DNA content imaging, 48 h; Potency, µM (top dose mostly 46.1 µM), for the others: at the highest dose re-replication activation, hits mostly activators; 340,000 compounds, 1.8% hits; AID 624297; further: potency means the concentration at half of the fitted maximal effect; % of control where 0% means no effect; nearly all actives have a fitted effect of over 55% in size
#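 Cells (250 per well) received 23 nL compound or DMSO by pin tool and were kept 48 hr at 37 C, 5% CO2. Nuclei were then stained with Hoechst for 40 min and scanned for DNA content.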
# MCF10A rerep: induces DNA re-replication in MCF 10a normal breast cells; 350,000 compounds, 2.9% hits; MCF 10A DNA re-replication, Hoechst nuclear intensity, 48 h; Potency, µM (doses to about 46.1 µM), without a hit: at the top dose activity, positive = re-replication, most hits filed as activators; AID 624296; further: potency means the concentration at half of the fitted maximal effect; % of control where 0% means no effect; nearly all actives have a fitted effect of over 50% in size
# An asterisk follows results filed as active; ? = inconclusive; nt = no result given; [ ] = remark or other dose. Unless noted, the call rests on the fitted dose curve; in most records, active means well fitted curve in the direction sought with a large enough effect; inconclusive means small, poorly fitted or top-dose-only effect, or another doubt; inactive means no such curve, though single readings can be large; an effect the other way counts as inactive or inconclusive.
Structure	IL-1B inflam inh	KB-V1 MDR tox	KB-3-1 tox	HT1080 IDH1KD tx	HT1080-NT tox	ATXN2 expr inh	WRN helicase inh	SW480 rereplic	MCF10A rerep
CC(C)CCNC(=O)NC(=O)COC(=O)/C=C/c1cc(Br)ccc1F	-6	0%	1%	28%	29%	-2%[11.3 µM]	?	?	23%
CS(=O)(=O)c1ccc(C(=O)OCC(=O)NC(=O)C2COc3ccccc3O2)cc1[N+](=O)[O-] (centres undefined)	-59*	-16%	-24%	0%	7%	7%	-14%	?	?
O=C(c1ccc(F)cc1)C1CCN(Cc2cn[nH]c2-c2ccccc2)CC1	-1	-2%	17%	-8%	-4%	?	-11%	-2%	1%
O=c1c2c([nH]c3ccccc13)CCCCCC2	30	?	-16%	-12%	2%	-2%	6%	-18%	?
CCCCNC(=O)c1nc(-c2cccnc2OC)oc1-c1ccc(Cl)cc1	-3	?	16%	17%	17%	nt	-2%	nt	nt
COc1ccc(NC(=S)N2CCC3CC2c2cc(-c4ccc5c(c4)OCO5)ccc23)c(OC)c1 (centres undefined)	17	0%	?	-22%	-17%	-27%	1%	nt	nt
O=C(c1ccccc1)N1CCCC(C(=O)N2CCN(c3ccccc3)CC2)C1 (centres undefined)	9	-16%	7%	6%	8%	5%	-14%	-5%	1%
CC(C)CC1Nc2ncnc(N3CCN(c4ccccc4)CC3)c2N(Cc2ccc(Cl)cc2)C1=O (centres undefined)	-30	?	-27%	-11%	-2%	-3%	-3%	29%	?
Cn1cnc(S(=O)(=O)N2CCCCC2c2cc(C(=O)Nc3cccc(C#N)c3)no2)c1 (centres undefined)	-22	0%	-10%	2%	-5%	3%	1%	nt	nt
COc1ccc(NC(C)=O)cc1CP(=O)(c1ccccc1)c1ccccc1	-10	-4%	-3%	-3%	3%	-21%	3%	-3%	6%
CC(=O)Nc1ccc(N(C(=O)CNC(=O)c2ccco2)C(C(=O)NCc2ccco2)c2ccccc2)cc1 (centres undefined)	?	?	-18%	-3%	-3%	1%	13%	-21%	-2%
COc1cccc(CNS(=O)(=O)c2cc3c4c(c2)CCN4C(=O)CC3)c1	-13	-17%	9%	-1%	-6%	-11%	18%	3%	4%
CC(N)c1ccc(Cl)cc1Cl (centres undefined)	-1	2%	9%	-22%	-2%	0%	-4%[57.1 µM]	?	13%
Cc1ccc(NC(=O)CNC(=O)c2cccs2)nc1	7	10%	10%	11%	8%	1%	-13%	-7%	0%
CN1CCN(c2ccc(Cl)cc2NC(=O)CN2C(=O)NC(C)(c3ccccc3)C2=O)CC1 (centres undefined)	-8	16%	-4%	-9%	-15%	9%	-8%	15%	-3%
CC(Nc1nc(Nc2ccc(F)cc2)nc(SCC(N)=O)n1)c1ccccc1 (centres undefined)	-60*	?	-13%	?	?	-1%	-33%	?	?
CCOC(=O)c1nn(-c2ccc(F)cc2)c2nc(CC(C)C)c(C#N)c(=O)n12	11	15%	-1%	4%	5%	1%	-3%	-6%	0%
COC(=O)c1cc(-c2ccc(F)cc2)n(-c2ccccc2)n1	21	-3%	16%	-15%	-8%	-24%	-3%	3%	4%
CCN(CC)c1ccc(/C=N/n2c(C)nc3ccccc3c2=O)cc1	-29	?	-10%	0%	-1%	nt	-2%	1%	?
COC(=O)Oc1ccc(/C=N/NC(=O)CSCc2ccccc2Br)cc1OC	-19	-16%	-15%	-30%	-5%	-3%	-10%	-4%	?
Cc1cccc(NC(=O)NNC(=O)c2ccc(C)c([N+](=O)[O-])c2)c1	?	-9%	2%	0%	4%	-16%	-10%	-12%	-2%
CCOC(=O)Cn1c2ccccc2n2nc(CCC(=O)O)c(=O)nc12	-4	0%	6%	?	15%	3%[11.3 µM]	-13%	-5%	-10%
Cc1ccc(S(=O)(=O)Nc2ccc(N3CCCCC3)cc2)cc1	5	17%	-8%	-12%	-12%	-11%	-15%	17%	11%
O=C(c1ccc(F)cc1)c1c[nH]c(C(=O)NCCCN2CCOCC2)c1	-9	0%	4%	2%	1%	-1%	5%	0%	0%
Cc1ccc(S(=O)(=O)Cc2ccc(C(=O)NCCCN3CCN(C)CC3)o2)cc1	-8	12%	-1%	7%	1%	-4%	8%	-14%	1%
c1ccc(-n2c3ccccc3c3ccccc32)cc1	14	0%	-11%	-2%	19%	1%	3%	-7%	?
COc1ccc(NC(=O)c2cccc(S(=O)(=O)N3CCCCC3)c2)c(OC)c1	14	?	-2%	-7%	0%	-10%	-7%	-2%	9%
COc1ccc(CCNC(=O)CCNC(=O)c2ccc(Cl)cc2)cc1OC	6	-19%	?	8%	-3%	0%	-2%	6%	7%
CCOc1ccc(NC(=O)Cn2nnc(-c3ccc(C(N)=O)cc3)n2)cc1S(=O)(=O)N1CCCC1	-19	3%	-12%	-2%	-1%	5%	1%	2%	10%
CC1CCC(NC(=O)CN(C)S(=O)(=O)c2ccc3c(c2)c(=O)n(C)c(=O)n3C)CC1 (centres undefined)	-4	29%	27%	0%	0%	12%	-8%	?	-3%
CCN(CC)CCN1C(=O)C(=O)/C(=C(/O)c2cccc(OC)c2)C1c1ccccn1 (centres undefined)	-3	17%	8%	0%	0%	4%	2%	-1%	-3%
O=C(CCN1CCCCC1c1cccnc1)NCc1ccccc1 (centres undefined)	11	-28%	10%	10%[9.24 µM]	10%	-9%	-12%	-6%	?
CCOC(=O)c1cc(C#N)c(Oc2ccccc2OC)nc1-c1ccccc1	-1	-16%	?	-18%	-17%	-1%	-12%	14%	?
COC(=O)c1ccc(CNC(=O)c2ccc3c(c2)S(=O)(=O)N=C2CCCCCN23)cc1	0	10%	0%	12%	-1%	-3%	-4%	6%	3%
CC(C)(C)CC(=O)Nc1nn[nH]n1	12	-11%	-9%	2%	2%	2%	6%	0%	1%
Cc1ccc(N2C(=O)C3C(C2=O)C2C=CC3C23CC3)cc1 (centres undefined)	-5	17%	1%	-1%	4%	21%	8%	-4%	10%
NC(=O)COc1cccc2cccnc12	-3	8%	-23%	2%	11%	9%	-1%	-3%	17%
S=C1N(c2ccccc2)C(c2ccc(Cl)cc2)N2CCCN12 (centres undefined)	-10	-14%	-4%	0%	-6%	-7%	2%[57.1 µM]	-1%	22%
CCn1c(/C(C#N)=C(\O)CCc2ccccc2)nc2ccccc21	8	-24%	?	7%	-8%	-12%	-6%	-1%	?
CCN(CC(=O)NCc1cccs1)C(=O)C1CC(=O)N(c2ccc(OC)cc2OC)C1 (centres undefined)	-1	-8%	-6%	-1%	5%	7%	23%	-10%	4%
O=C(NCC(c1cccs1)N1CCOCC1)C1CCN(S(=O)(=O)c2cccc(C(F)(F)F)c2)CC1 (centres undefined)	6	-7%	?	-22%	-10%	-22%	-1%	?	?
COc1ccc(N2C(=O)CC(c3ccc(OC(C)C)cc3)C2=O)cc1 (centres undefined)	14	-28%	-14%	-4%	-2%	-6%	-2%	-1%	-15%
COc1ccc(Nc2nc(C)c(-c3ccccc3)s2)cc1	-25	?	?	-21%	-21%	72%[activator]	-13%	nt	?
O=C(CCl)Nc1nc(-c2ccco2)c(-c2ccco2)s1	-3	0%	7%	-25%	-8%	-1%	-6%[11.6 µM]	-4%	?
CCN(CC)C(=O)c1[nH]cnc1C(=O)NCc1ccc(CNC(=O)OC(C)(C)C)cc1	15	7%	13%	5%	3%	5%	-1%	-1%	4%
O=C(Nc1ccc(Br)cc1)c1ccc(F)c(S(=O)(=O)N2CCN(c3ccccn3)CC2)c1	26	?	?	1%	-5%	?	4%	13%	6%
O=C(O)c1ccc(/C=N/Nc2nnnn2-c2ccccc2)cc1	19	0%	4%	15%	9%	0%	-9%	-4%	0%
O=C(Nc1ccc2c(c1)OCO2)C1CCCN(S(=O)(=O)c2cccs2)C1 (centres undefined)	-10	-17%	-22%	-14%	-6%	-8%	-14%	4%	-2%
Nc1nnc(SCC(=O)OCc2ccc(F)cc2)s1	-7	-1%	-2%	19%	9%	-1%	5%	-2%	10%
O=C(Cn1c2c(c(-c3ccccc3)cc1=O)CCCC2)N1CCCCCC1	-28	-4%	-2%	0%	16%	-24%	4%	-14%	?
COc1cc(C(=O)NCC2CCCCC2)ccc1OCc1c(C)noc1C	8	-7%	?	8%	9%	1%	3%	-4%	19%
O=C(CSc1ccc([N+](=O)[O-])cn1)Nc1cc(C(F)(F)F)ccc1N1CCOCC1	-10	?	-18%	-9%	-5%	-2%	-22%	19%	1%
Cc1ccc(S(=O)(=O)NC2CCCC(C(=O)O)C2)cc1 (centres undefined)	-9	13%	-8%	14%	14%	-1%	6%	-13%	3%
O=C(CCC(=O)Nc1nnc(C2CCCCC2)s1)NCC1CCCO1 (centres undefined)	26	7%	22%	-1%	0%	5%	0%	-2%	1%
O=C(Cc1ccc([N+](=O)[O-])cc1)N1CCc2ccccc2C1	13	?	19%	-1%	26%	11%	-7%	-186%[inhibitor]	?
Cc1cc(C(=O)O)n(C(C)(C)C)n1	-13	8%	10%	11%	16%	-13%	-32%	-3%	2%
